NR5A2 inv ag – NR5A2 inverse agonism in reporter assay. O00482. hit rate 0.13% among 360,000. HEK293T StAR-luciferase reporter, LRH-1 transfected, 24 h. inhibition, % at 3.6 µM;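 active = inhibition above the mean inhibition of all tested compounds plus 3 SD, cut at about 73% in these data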;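 also: 0% = DMSO wells and 100% = reporter-only cells lacking LRH-1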
MC4R antagonist – antagonists of human melanocortin 4 receptor (MC4R) | AID 540295 | inhibition, % at 6.5 µM | MC4R-expressing cells, MTII-stimulated cAMP, LANCE TR-FRET | hit rate 0.48% among 360,000;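 active = inhibition above its plate's cutoff, the mean of tested wells on that plate plus 3 SD, cut at about 29% in these data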;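 also: 0% = Melanotan II alone and 100% = Melanotan II plus saturating MCL0020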
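Assay system: U2OS cells stably expressing human melanocortin 4 receptor (MC4R) / Dosing: 6.5 µM / Timing: compound 30 min, challenge 1 h, detection 1 h / Measured by: Eu-cAMP/anti-cAMP TR-FRET, emission 671 nm / Replicates: singlicate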
MC4R barr agon – agonists of human melanocortin 4 receptor (MC4R) beta-arrestin. P32245. U2OS MC4R beta-arrestin complementation, luminescence; percent of melanotan II response, DMSO zero. activation, % at 8.9 µM. hit rate 0.98% among 360,000;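 active = activation above a per-plate cutoff, the mean activation of sample wells on that plate plus 3 SD, cut at about 8% in these data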
TLR9-MyD88 block – blocks human TLR9 binding to MyD88; hit rate 0.21% among 340,000; inhibition, % at 4.98 µM; Q9NR96+Q99836; CHO BLA complementation TLR9-MyD88, CCF4 FRET ratio;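 active = inhibition above the mean over all tested compounds plus 3 SD, cut at about 21% in these data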;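 also: 0% = DMSO only wells and 100% = clavulanate BLA inhibitor control wells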
NCOA3 inh – inhibitors of human steroid receptor coactivator 3 (SRC3); Q9Y6Q9; HEK293 GAL4-SRC3 luciferase reporter, luminescence; inhibition, % at 3.6 µM; hit rate 0.17% among 360,000; AID 588352;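 active = inhibition above a per-campaign cutoff, the mean of all compounds plus 3 SD, cut at about 60% in these data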;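 also: 0% = DMSO-treated cells and 100% = gossypol-treated cells at 36 µM; higher means less SRC3-driven luciferase light from the GAL4 reporter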
SRC1 inh – inhibits human SRC1 coactivator; AID 588354; inhibition, % at 3.6 µM; HEK293 GAL4-SRC1 luciferase reporter, luminescence; hit rate 0.12% among 360,000;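 active = inhibition above the campaign mean plus 3 SD, with each screening campaign given its own cutoff, cut at about 60% in these data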;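 also: 0% = DMSO treated cells and 100% = gossypol at 36 µM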
LMP1 NFkB inh – inhibitors of Epstein-Barr LMP1-induced NF-kappaB reporter. LMP1-induced NF-kappaB luciferase reporter cells, luminescence. AID 504558. hit rate 0.69% among 350,000. inhibition, % at 12.5 µM; in the data active = inhibition above about 41%;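 also: 0% = neutral control wells and 100% = reference inhibitor control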
NOD2 RIPK2 PPI – NOD2-RIPK2 protein interaction inhibition. CHO BLA complementation NOD2-RIPK2, CCF4 ratio. hit rate 0.38% among 360,000. inhibition, % at 4.98 µM. AID 624267. O43353; in the data active = inhibition above about 21%;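 also: 0% = vehicle only and 100% = reference blocker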
Target sequence (O43353 whole entry, looked up): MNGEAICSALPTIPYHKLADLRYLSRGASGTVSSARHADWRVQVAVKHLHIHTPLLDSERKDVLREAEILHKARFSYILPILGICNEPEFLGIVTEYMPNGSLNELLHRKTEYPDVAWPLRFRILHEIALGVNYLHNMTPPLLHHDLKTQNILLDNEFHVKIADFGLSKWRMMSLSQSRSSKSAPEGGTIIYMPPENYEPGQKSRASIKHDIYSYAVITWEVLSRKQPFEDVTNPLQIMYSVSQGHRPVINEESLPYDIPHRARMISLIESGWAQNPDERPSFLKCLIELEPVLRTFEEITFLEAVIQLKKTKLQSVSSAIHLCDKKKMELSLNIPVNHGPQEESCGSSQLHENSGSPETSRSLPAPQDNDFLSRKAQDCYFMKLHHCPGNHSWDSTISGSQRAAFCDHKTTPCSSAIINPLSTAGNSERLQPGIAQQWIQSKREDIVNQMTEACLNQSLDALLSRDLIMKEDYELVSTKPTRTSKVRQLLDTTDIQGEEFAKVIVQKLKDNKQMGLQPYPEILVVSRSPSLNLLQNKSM
ABHD5 PLIN5 PPI – ABHD5-PLIN5 protein interaction inhibition. Q00G26+Q8WTS1. Split G. princeps luciferase complementation, luminescence, 4 h. inhibition, % at 4 µM. hit rate 0.78% among 360,000. AID 602281;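 active = inhibition above the mean inhibition across every tested compound plus 3 SD, cut at about 22% in these data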;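 also: 0% = DMSO only wells and the 100% control is not disclosed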
NR2F2 inh – inhibitors of human COUP-TFII (NR2F2) | P24468 | HEK293T NGFI-A luciferase reporter, luminescence | inhibition, % at 8.6 µM | hit rate 0.7% among 370,000;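 active = inhibition above a per-plate cutoff, mean inhibition of test wells between control levels plus 3 SD, cut at about 38% in these data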;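 also: cells cotransfected with COUP-TFII expression vector driving the NGFI-A reporter; 0% = median of COUP-TF2 test wells and 100% = reporter-only cells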
Target sequence (P24468 whole entry, looked up): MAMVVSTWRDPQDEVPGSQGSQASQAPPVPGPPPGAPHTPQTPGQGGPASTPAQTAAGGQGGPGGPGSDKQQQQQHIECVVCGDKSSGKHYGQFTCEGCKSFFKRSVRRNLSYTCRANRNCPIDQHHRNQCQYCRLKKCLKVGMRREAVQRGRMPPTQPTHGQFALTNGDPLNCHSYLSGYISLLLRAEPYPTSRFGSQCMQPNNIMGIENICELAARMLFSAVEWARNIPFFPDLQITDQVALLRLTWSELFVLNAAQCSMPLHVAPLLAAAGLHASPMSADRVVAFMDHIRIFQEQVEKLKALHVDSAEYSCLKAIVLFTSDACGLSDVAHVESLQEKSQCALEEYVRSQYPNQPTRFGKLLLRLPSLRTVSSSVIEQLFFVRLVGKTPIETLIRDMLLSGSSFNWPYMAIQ
NCOA2 inhibitor – human SRC2 (NCOA2) inhibition | HEK293 GAL4-SRC2 luciferase reporter, luminescence | inhibition, % at 9 µM | hit rate 0.17% among 370,000;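 active = inhibition above the mean inhibition of all tested compounds plus 3 SD, set per campaign, cut at about 52% in these data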;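 also: 0% = DMSO treated cells and 100% = cells given Gossypol at 36 µM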
An asterisk follows results filed as active; . = no result given. Not all compounds are listed; the hit share may differ from the screen's.

item	NR5A2 inv ag	MC4R antagonist	MC4R barr agon	TLR9-MyD88 block	NCOA3 inh	SRC1 inh	LMP1 NFkB inh	NOD2 RIPK2 PPI	ABHD5 PLIN5 PPI	NR2F2 inh	NCOA2 inhibitor	Molecule
1	-6.7	8.0	0.5	-3.9	3.7	18.9	-17.1	-0.9	-7.3	6.5	18.7	COCCN(CCOC)c1nc(-c2ccc(Cl)cc2)nc2ccccc12
2	1.3	-33.0	1.8	5.1	2.7	17.0	2.3	-11.0	-1.3	-3.9	10.8	CCc1nc2sc3c(=O)[nH]cnc3c2c2c1CSC(C)(C)C2
3	7.9	2.9	-1.8	5.5	-3.6	0.5	-4.2	9.5	-1.4	-10.6	-19.8	Cc1cc(=O)oc2cc(OC(=O)c3nn(C(C)C)c(=O)c4ccccc34)ccc12
4	-13.6	-5.7	-1.2	.	-6.8	-4.5	.	3.5	-9.1	.	.	CCCC(=O)N1CCC1(C)C(=O)Nc1ccc2scnc2c1 (stereo unspecified)
5	-4.4	-10.1	1.2	2.5	9.4	-10.8	-3.2	1.1	-2.5	-8.3	-4.4	COc1ccc(-n2c(=O)/c(=C\c3cccs3)s/c2=C(/C#N)C(=O)N2CCN(C)CC2)cc1
6	7.7	8.0	3.1	-1.7	-16.5	-5.6	-33.9	-9.1	-7.6	-10.6	-26.6	O=C(CCOc1ccccc1)Nc1ccc(S(=O)(=O)N2CCCC2)cc1
7	-6.4	14.0	1.3	.	5.5	8.3	.	-2.9	3.6	5.5	11.2	CCc1nc2c(OCc3ccc(C(=O)OC)cc3)cccn2c1N(C)C(=O)c1ccc(C)cc1
8	35.7	-8.2	-2.2	0.8	21.2	8.3	27.6	-7.9	6.2	55.4*	29.4	COc1ccc(CCNc2ccc(N3C(=O)CC(C)C3=O)cc2[N+](=O)[O-])cc1OC (stereo unspecified)
9	1.5	8.7	4.5	-4.5	-23.6	-6.0	3.8	-4.2	-3.5	9.2	1.1	Cc1cc(C(=O)OCC(=O)N2CCc3ccccc32)ccc1[N+](=O)[O-]
10	-8.1	5.5	-4.6	5.4	3.5	-9.0	2.3	1.9	-6.2	27.1	-14.1	CCn1c(SCC(=O)Nc2ccc(Br)cn2)nnc1C1CC1
11	-1.0	0.8	0.5	3.2	24.1	-9.8	7.3	-8.4	7.6	4.2	-10.2	C[C@H](NC(=O)C1CCN(S(=O)(=O)c2ccccc2)CC1)C(=O)NCc1ccco1
12	-106.5	-5.5	-2.1	1.1	-95.4	-55.3	-38.3	6.5	2.5	-36.5	-48.2	Cc1nc(SCc2ccccc2)nc2c1CCC2
13	14.7	-1.2	-1.2	3.1	12.6	-2.7	-6.9	1.3	-6.7	4.4	-9.7	N#Cc1ccc(CSc2nnc(-c3cnccn3)o2)cc1
14	19.8	14.4	0.2	-2.0	10.9	-21.2	-8.5	5.3	4.8	-18.8	-5.2	Cc1sc2nc(CN3CCCC3)nc(N3CCN(S(=O)(=O)c4cccc(F)c4)CC3)c2c1C
15	-17.0	10.3	1.7	-7.2	5.8	6.6	6.4	1.8	-0.9	-3.7	8.0	Cc1c(Br)c([N+](=O)[O-])nn1CCCC(=O)N1CCN(c2ccccc2)CC1
16	12.0	5.9	-0.8	0.6	-8.2	9.7	-5.7	-9.2	-2.8	1.5	-8.4	COc1ccccc1-c1ccc(SCC(=O)N2CCOCC2)nn1
17	-16.1	20.7	-1.5	-4.4	3.2	-5.3	-8.0	-1.3	4.8	31.9	29.6	COC(=O)[C@@]12CCCN1[C@H](c1ccc(-c3ccc(OC)cc3)cc1)[C@@H]1C(=O)N(C)C(=O)[C@@H]12
18	3.1	2.7	-2.1	-3.0	10.0	-18.7	-1.4	0.7	-2.4	-14.6	17.2	COc1ccc(-c2cnc3n2CCCCC3)cc1
19	46.7	7.0	-3.0	-9.7	-10.2	-13.2	-19.3	-0.9	-1.5	-13.3	14.6	CCC(NC(=O)CCl)c1ccc(C)cc1 (stereo unspecified)
20	3.2	-3.7	-0.7	4.4	-3.0	-4.9	2.3	-5.3	2.6	-2.9	16.1	COc1ccccc1NS(=O)(=O)c1cc(NC(=S)NCCN2CCOCC2)ccc1N1CCOCC1
21	7.1	3.6	7.7	-13.0	-0.1	6.5	9.2	-9.5	20.1	23.5	1.3	COc1ccc(OCC(O)CN(CCO)CC(O)Cn2ccc3ccccc32)cc1 (stereo unspecified)
22	-4.0	-0.3	-1.1	3.1	4.4	-17.2	-5.7	-5.9	1.7	12.3	9.7	CC1(C)CC(=O)C(C=NCCN2CCN(C3CC(=O)N(c4ccc(F)cc4)C3=O)CC2)=C(O)C1 (stereo unspecified)
23	-6.3	88.0*	-0.1	3.9	17.3	-9.9	7.4	4.6	-10.7	-2.6	13.2	COc1ccc(-c2c3c([nH]c(=S)c2C#N)CCC3)cc1
24	2.2	15.2	-0.6	4.7	-12.3	18.6	-7.5	3.3	-4.9	7.1	23.5	CCC(CC)c1nnc(NC(=O)c2cc(C(=O)OC)cc([N+](=O)[O-])c2)s1
25	-1.4	7.6	-1.5	0.3	-9.3	-30.0	-4.7	4.3	-3.6	-0.1	-7.2	COC(=O)C1CCN(C(=O)c2sc3nc(-c4ccccc4)cn3c2C)CC1
26	-5.7	-3.9	-3.3	1.9	18.5	6.8	12.9	2.0	-6.4	8.1	-22.3	COCCN(Cc1cc2cc(C)ccc2n2nnnc12)C(=S)Nc1ccc(C)cc1
27	25.3	-2.3	-1.0	1.8	-1.5	-8.2	1.6	-2.5	2.3	-20.0	-13.3	Cc1ccc(S(=O)(=O)CCC(=O)OCC(=O)NNC(=O)c2ccc([N+](=O)[O-])cc2)cc1
28	-6.1	3.6	-1.2	0.2	-17.0	19.0	-4.8	1.2	3.9	15.3	-20.8	COc1ccccc1/C=C/C(=O)NCC(=O)N=Nc1c(O)[nH]c2ccccc12
29	-21.8	10.6	0.6	-3.9	12.6	-25.6	-8.6	6.4	6.1	4.0	13.9	Cc1ccc(N2C(=O)[C@@H]3[C@H](C2=O)[C@H]2C=CC=NN2[C@@H]3C(=O)Nc2ccccc2)cc1
30	10.2	9.3	0.3	-1.6	11.8	-36.5	0.7	-8.1	2.5	-7.2	-1.3	Cc1nc(NC(=O)/C=C/c2ccc(C(C)(C)C)cc2)sc1C(=O)N(C)C
31	8.3	4.3	-2.1	7.8	-11.4	-4.4	9.4	-2.7	2.9	8.4	-4.3	O=C(OCC(=O)C12CC3CC(CC(C3)C1)C2)c1ccccn1
32	-6.4	3.0	-1.1	-6.9	3.9	9.2	-9.2	0.3	-5.8	-2.4	2.1	Cc1ccc(CCNC(=O)C2=CCN(S(=O)(=O)c3ccccc3)CC2)cc1
33	6.0	3.2	0.4	-1.7	9.3	-12.9	6.3	-9.7	-3.3	5.3	-1.9	O=C(Nc1cccc(-c2nnc(-c3ccco3)o2)c1)C(c1ccccc1)c1ccccc1
34	8.5	4.9	0.4	-4.2	1.9	3.9	14.1	7.7	-8.2	-27.0	1.8	COc1ccccc1/C=N/N1CCN(Cc2ccccc2Cl)CC1
35	0.5	0.6	-1.9	-1.0	-6.2	-8.1	2.5	2.1	-16.2	11.5	11.7	CC(C)(C)OC(=O)C[C@@H]1C/C=C\C[C@H](CC(=O)N(CCO)Cc2ccccc2)C(=O)N2CCC[C@@H]2COC1=O
36	-38.6	7.8	6.9	-6.8	-9.4	-7.7	-6.2	3.2	16.6	-2.2	-21.1	Cc1ccc(-c2onc3ccc(C4(C)OCCO4)cc23)cc1
37	0.8	0.1	-0.4	-7.3	-11.4	2.1	4.0	3.3	16.1	-2.4	15.0	CCOCCCN(C)C1CCN(C(=O)c2oc3ccccc3c2NC(=O)Cc2ccc(F)cc2)CC1
38	-27.6	12.7	-1.8	-0.5	1.1	1.6	-11.1	-11.4	1.2	14.0	-13.9	COc1ccc(-n2nc(C(=O)O)c3ccccc3c2=O)c(OC)c1
39	18.8	-2.4	-2.6	1.3	8.0	4.4	21.9	-6.0	5.1	12.6	-15.1	O=C1CC2(CCN(C(=O)c3ccccc3Cl)CC2)Oc2ccccc21
40	9.6	3.0	0.2	-4.0	12.2	-12.7	-2.9	-11.7	4.1	-7.8	5.5	COc1ccc(CNC(=O)C2CCN(S(=O)(=O)c3c(C)n[nH]c3C)CC2)cc1
41	2.1	6.2	1.4	2.4	1.2	-9.2	0.1	-6.4	4.1	19.1	6.7	COc1ccc(NC(=O)CN(c2ccccc2)S(=O)(=O)c2ccccc2)c(OC)c1
42	13.9	0.1	-2.5	-7.3	11.2	-3.1	0.5	-4.3	-3.8	4.0	8.2	O=C(NC1CC1)c1cccc(Br)c1
43	4.5	-2.1	-3.2	3.1	-5.6	9.9	-6.9	-13.3	2.1	6.9	-8.2	Cc1ccc(C)c(-n2c(-c3cccnc3)n[nH]c2=S)c1
44	8.0	-6.7	-0.2	-5.8	10.3	-8.1	-1.4	-7.1	-6.6	-3.6	-33.3	NNC(=S)Nc1ccc(Cl)cc1
45	-4.3	0.2	-0.2	6.7	0.6	3.6	2.1	0.3	13.3	0.8	2.4	COc1ccc(S(=O)(=O)N2CCC(C(=O)NCc3ccncc3)CC2)cc1Cl
46	9.5	-6.3	1.0	2.1	20.1	1.1	4.3	-9.1	4.0	1.2	-11.3	CC1=NN(C(C#N)c2ccccc2O)C(C)(C)C1 (stereo unspecified)
47	-33.0	4.4	-2.0	1.4	-6.8	-29.7	-10.6	-8.3	9.5	8.4	-28.7	O=C(CSc1nnc(-c2ccccc2)n1Cc1ccco1)Nc1ccc2c(c1)OCCO2
48	-3.3	-3.4	-0.7	-3.3	17.2	-65.4	13.2	-8.4	2.7	6.4	10.2	CN(c1ccccc1)c1cc(Br)nc(Br)c1
49	6.5	3.1	-1.1	4.8	4.8	-8.2	2.7	-25.1	3.4	1.7	-9.6	CCn1c(-c2ccccc2O)n[nH]c1=S
50	16.6	-4.1	4.3	-6.6	24.4	-4.4	-1.4	-9.1	-1.7	14.2	16.5	COc1ccc(S(=O)(=O)Nc2ccc3c(c2)OCO3)cc1Cl
51	-7.4	14.0	0.4	8.6	-17.6	7.8	-0.9	6.9	5.3	13.4	9.7	Cc1cn([C@H]2C[C@H](O)[C@@H](CNCc3ccc(CN(C)S(C)(=O)=O)o3)O2)c(=O)[nH]c1=O
